GAA inh – alpha-glucosidase (human) inhibition. purified human GAA, 4-MU-alpha-glucoside fluorescence. Potency, µM (titrated, usually from 76.9 µM), for inactives: at the highest dose activity change, negative = inhibition, usual class: inhibitors. actives 0.005% (n = 200,000). AID 1466;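 further: plate controls were uninhibited enzyme wells for no effect and no-enzyme background for full effect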
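qHTS format, compound range up to 77 uM. Human lysosomal enzyme at 4 nM, 400 uM 4-MU glucoside substrate, pH 5.0, 20 min room temperature; fluorescence after alkaline stop gives activity normalized to controls.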
HTT cytoprotect – cytoprotection in Huntington HTT-Q103 PC12 cell model; PC12 HTT-Q103 induced, cytoprotection, ATP luminescence, 40 h; Potency, µM (doses to about 56.4 µM), for the others: cytoprotection (ATP increase), hits mostly activators; actives 0.14% (n = 230,000);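 further: % of control where 0% means no effect; nearly all actives have a fitted effect of over 45% in size; toxic huntingtin expression switched on by the ecdysone agonist tebufenozide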
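Compounds added alongside 100 nM tebufenozide, which induces toxic Q103 huntingtin exon 1-GFP in stable PC12 cells; surviving cells quantified by luminescent ATP measurement. Medium: phenol red-free DMEM, 5% equine and 5% calf serum.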
Tau FP inhib – blocks human tau fibril formation measured by polarization; P10636; K18 P301L tau heparin fibrillization, Alexa594 FP, 6 h; Potency, µM (doses to about 57.7 µM), inactives show top-dose activity, negative = inhibition, actives largely listed as inhibitors; actives 0.39% (n = 280,000); AID 1468; further: on the % scale 0 is the no-effect control and ±100 the full control effect; nearly all actives have a fitted effect of over 55% in size
Target sequence (P10636 561-689 P618L limits assumed): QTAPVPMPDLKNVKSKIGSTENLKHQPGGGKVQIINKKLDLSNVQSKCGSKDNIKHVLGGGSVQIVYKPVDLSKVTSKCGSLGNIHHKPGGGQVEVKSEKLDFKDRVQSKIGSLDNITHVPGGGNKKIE
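FP of Alexa 594-tau after heparin (20 uM) induction. Substrate: human K18 P301L, 15 uM unlabeled, 0.24 uM labeled. Buffer 100 mM sodium acetate pH 7. 6 hr, 37 C.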
GAA glycogen mod – alters human alpha-glucosidase cleavage of glycogen; recombinant GAA, glycogen substrate, Amplex Red glucose oxidase fluorescence; AID 2100; P10253; Potency, µM (titrated, usually from 76.4 µM), for inactives: top-dose activity change, negative = inhibition, usual class: inhibitors; actives 0.38% (n = 300,000);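 further: 0% = full enzyme reaction and -100% = no-enzyme basal signal; the screen sought inhibitors and activators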
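Natural-substrate format: glycogen cleavage by 4 nM human enzyme, glucose read by Amplex Red coupling (Ex 573, Em 610 nm). Normalized to enzyme and no-enzyme controls.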
Tau ThT inhib – blocks human tau fibril formation measured by thioflavin T; recombinant tau K18 P301L, heparin-induced fibrillization, ThT fluorescence; Potency, µM (highest dose often 57.4 µM), without a hit: at the top dose activity, negative = inhibition, hits mostly inhibitors; actives 2.1% (n = 270,000); AID 1460; further: on the % scale 0 is the no-effect control and ±100 the full control effect; nearly all actives have a fitted effect of over 55% in size
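Heparin-induced fibrillization of the P301L-mutant K18 repeat-domain fragment of human tau was followed by ThT binding in quantitative high-throughput format.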
Tau fluor counter – counter-screen for tau fibril formation inhibitors. AID 1463. Potency, µM (titrated, usually from 57.7 µM), for inactives: top-dose activity change, negative = decrease. tau K18 P301L Alexa594 fluorescence, heparin fibrillization. actives 0.93% (n = 280,000); further: on the % scale 0 is the no-effect control and ±100 the full control effect; nearly all actives have a fitted effect of over 55% in size
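Human tau K18 P301L (15 uM unlabeled, 0.24 uM Alexa 594-labeled) in 100 mM sodium acetate pH 7 with 20 uM heparin, 6 hr at 37 C. ThT 30 uM added, 1 hr ambient; Alexa 594 FP and total fluorescence read at 555/632 nm.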
aGal spleen mod – inhibitors or activators of human alpha-galactosidase in spleen homogenate; P06280; Potency, µM (titrated, usually from 80 µM), without a hit: at the highest dose activity change, negative = inhibition, actives largely listed as inhibitors; actives 0.008% (n = 240,000); human spleen homogenate, 4MU-alpha-Gal fluorescence, 40 min;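 further: 0% = enzyme with vehicle and -100% = no enzyme basal signal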
Target sequence (P06280 32-429 limits assumed): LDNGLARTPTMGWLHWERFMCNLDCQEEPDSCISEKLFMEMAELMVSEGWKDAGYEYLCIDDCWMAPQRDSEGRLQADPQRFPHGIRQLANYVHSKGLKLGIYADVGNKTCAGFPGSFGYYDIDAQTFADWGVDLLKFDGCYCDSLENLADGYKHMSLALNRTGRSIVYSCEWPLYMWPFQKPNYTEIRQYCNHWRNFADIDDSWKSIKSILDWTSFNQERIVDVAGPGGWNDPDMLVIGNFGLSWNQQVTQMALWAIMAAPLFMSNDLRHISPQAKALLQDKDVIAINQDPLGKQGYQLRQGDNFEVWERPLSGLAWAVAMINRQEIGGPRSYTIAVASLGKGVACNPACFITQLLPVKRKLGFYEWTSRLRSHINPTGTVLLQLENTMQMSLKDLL
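Spleen homogenate 1 ug + cpd (titration) + 4-MU-alpha-D-galactopyranoside 1 mM; 37C 40 min; 50 mM citrate/phosphate pH 5.0, 0.01% Tween-20; stop pH 10; fluorescence 365/440; AC50 via Hill.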
GAA spleen mod – inhibits or activates alpha-glucosidase in human spleen homogenate; P10253; human spleen homogenate, 4-MU-alpha-glucoside fluorescence; Potency, µM (doses to about 79.9 µM), without a hit: at the highest dose activity change, negative = inhibition, hits mostly inhibitors; actives 0.006% (n = 240,000);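 further: 0% = enzyme with vehicle and -100% = no enzyme basal signal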
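Human spleen homogenate (1 ug) incubated with compounds and 1 mM 4-methylumbelliferyl-alpha-D-glucopyranoside in pH 5.0 citrate/phosphate buffer, 37 C, 40 min. Stopped at pH 10; 4-MU fluorescence (Ex 365/Em 440 nm); AC50 by Hill fit.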
* hit, by the source's call; ? = inconclusive; . = not tested or not shown; & = joins results of further samples; [ ] = another dose, or the depositor's remark. The call rests on the fitted dose curve; in most records, active means well fitted curve in the direction sought with a large enough effect; inconclusive means small, poorly fitted or top-dose-only effect, or another doubt; inactive means no such curve, though single readings can be large; an effect the other way counts as inactive or inconclusive. Potency means the concentration at half of the fitted maximal effect.

Molecule | GAA inh | HTT cytoprotect | Tau FP inhib | GAA glycogen mod | Tau ThT inhib | Tau fluor counter | aGal spleen mod | GAA spleen mod
CCOC(=O)C1=C(O)/C(=C/c2ccc(-c3ccccc3C(=O)O)o2)SC1=Nc1ccc(OC)cc1 | ? | -26% | 5% | -2% | 16µM* | -7% | 5% | 2%
CC(=O)c1cccc(NC(=O)Nc2c(C)n(C)n(-c3ccccc3)c2=O)c1 | . | . | 0% | -29%[76.3 µM] | -8% | -11% | . | .
COc1cccc(CNC(=O)C(=O)Nc2ccc3nc4n(c(=O)c3c2)CCCCC4)c1 | . | . | 1% | 5%[76.3 µM] | -5% | -9% | . | .
COC(=O)c1ccc(C23CC4(C2)[C@H](CN(Cc2cccnc2)[C@@H]4c2ccccc2)C3c2ccccc2)cc1 (stereo partly drawn) | . | 7% | 3%&-8% | 2% | -12%&-2% | -6%&2% | 1%&5% | 6%&7%
CC1CCCCC1NC(=O)/C=C/c1nc2ccccc2s1 (stereo not drawn) | -4% | -9% | -5% | 3% | -9% | -3% | 6% | 6%
O=c1[nH]c2cc3c(cc2cc1C(c1nnnn1C1CCCCC1)N1CCSCC1)OCCO3 (stereo not drawn) | 10% | -25%[10 µM] | 9% | -2% | -16% | -7% | 4% | 3%
O=C(Nc1nccs1)C1CCN(S(=O)(=O)c2ccc(Cl)c(C(F)(F)F)c2)CC1 | 6% | 8% | -8% | 6% | -4% | -5% | 0% | -2%
O=C(NN1C(=O)/C(=C/c2cccs2)SC1=S)c1ccncc1 | . | 15%[10 µM] | -9% | 2% | ? | -23% | 0% | -11%
CC(C)n1nnnc1-c1cccc(Cl)c1 | 5% | 0% | -10% | 3% | -2% | -6% | 13% | 4%
COc1cnc(-c2ccccn2)nc1Oc1ccccc1Cl | 5% | -1%[10 µM] | -10% | 2% | -19% | -16% | 8% | 2%

Remaining list, next part:
Molecule | GAA inh | HTT cytoprotect | Tau FP inhib | GAA glycogen mod | Tau ThT inhib | Tau fluor counter | aGal spleen mod | GAA spleen mod
CCC(=O)N(Cc1cc2cccc(C)c2[nH]c1=O)c1ccccc1OC | -5% | -1%[0.074 µM] | -1% | 1% | -6% | 1% | -6% | -12%
O=C(c1ccc(Cl)s1)N1CCc2ccccc21 | -5% | -2% | -7% | 0% | ? | -14% | 5% | -6%
CCC(C)c1ccc(OCCn2ccnc2)cc1 (stereo not drawn) | -6% | -10%[0.074 µM] | -5% | -9% | -6% | -1% | 0% | -15%
CC(=O)Nc1ccc(C(=O)OCc2ccc(F)cc2Cl)cc1 | -3% | -21% | -8% | 4% | 0% | -19% | 0% | .
CCCCCCCC(=O)NN=C1CCN(Cc2ccccc2)CC1 | -9% | 23%[10 µM] | 8% | 4% | -1% | 2% | -5% | 4%
O=C(NCC(c1cccnc1)N1CCOCC1)Nc1ccccc1 (stereo not drawn) | 0% | -7% | -7% | 8% | 0% | 2% | 3% | -4%
Cc1ccc(C)n1-c1ccc(-c2ccn[nH]2)cc1 | -4% | -8% | -10% | 11% | ? | -20% | -1% | .
O=C1CC(c2ccccc2Cl)Cc2c1cnn2-c1nc2ccccc2s1 (stereo not drawn) | -11% | 26%[10 µM] | -9% | 20% | -2% | -9% | -12% | 3%
CCOC(=O)c1cc(OC(=O)c2cc(OC)c(OC)c(OC)c2)n(-c2ccccc2)n1 | . | . | 2% | 8%[76.3 µM] | -16% | 1% | . | .
CCCN=C1NC(=O)C(CC(=O)NCCc2ccc(OC)c(OC)c2)S1 (stereo not drawn) | 6% | . | 9% | 6% | -11% | -6% | -10% | -5%

Following part.
Molecule | GAA inh | HTT cytoprotect | Tau FP inhib | GAA glycogen mod | Tau ThT inhib | Tau fluor counter | aGal spleen mod | GAA spleen mod
Cn1c2c(c3ccccc31)CCSC2=O | 1% | -7% | -1% | -2% | -1% | -3% | -9% | -8%
CCOc1ccc(C(=S)N2CCOCC2)cc1OC | -1% | 5%[1.9 µM] | -2% | 7% | -11% | -4% | 1% | -3%
COc1ccc(NC(=O)c2cn(CCC#N)nc2-c2cccs2)cc1 | -2% | 17%[1.9 µM] | 5% | -8% | -3% | -13% | 3% | 7%
COc1ccc2cc(CN(CC3CCCO3)C(=O)Nc3ccccc3OC)c(=O)[nH]c2c1 (stereo not drawn) | 6% | -41%[10 µM] | 0% | -4% | -10% | -13% | 5% | -1%
O=C(Cn1cnc2c(nnn2-c2cccc(Cl)c2)c1=O)NCc1ccccc1 | . | -6%[10 µM] | -9% | 9% | -3% | -6% | 0% | -5%
COc1cc2c(cc1NC(=O)COC(=O)Cn1cnc3ccccc31)oc1ccccc12 | -7% | -23%[10 µM] | -4% | -5% | -13% | ? | -8% | -3%
CN(C)c1ccc(/C=N/NC(=O)c2nonc2N)cc1[N+](=O)[O-] | ? | 11%[10 µM] | 0% | 6% | 16µM* | -18% | -1% | 8%
O=C(O)c1cccc(N2C(=O)c3cccnc3C2=O)c1 | -4% | 4%[10 µM] | -7% | -1% | -6% | -6% | -4% | -4%
CCC(C)(C)c1nnc(NC(=O)c2cccc([N+](=O)[O-])c2)s1 | -3% | 7%[10 µM] | 3% | -13% | -8% | -14% | -2% | -3%
O=C(/C=C/c1ccco1)Nc1ccc(Oc2ccc(Cl)cc2)cc1 | 2% | -67%[inhibitor] | -17% | -6% | -14% | -24% | -3% | -12%

Next results:
Molecule | GAA inh | HTT cytoprotect | Tau FP inhib | GAA glycogen mod | Tau ThT inhib | Tau fluor counter | aGal spleen mod | GAA spleen mod
CSc1nc2ccc(NC(=O)C3=NNC(=O)CC3)cc2s1 | 2% | -50%[inhibitor] | 1% | -2% | ? | -5% | 4% | 9%
O=C(Nc1nnc(S(=O)(=O)N2CCCc3ccccc32)s1)c1ccccc1 | . | . | 5% | -1%[76.3 µM] | -13% | 4% | . | .
COc1ccc(/C=C/C(=O)N2CCCc3ccccc32)cc1 | 6% | 7%[10 µM] | 7% | ? | 9% | 2% | 4% | 2%
CCOC(=O)C1=C(CN2CCN(c3ccc(OC)cc3)CC2)NC(=O)NC1c1ccc(Cl)cc1 (stereo not drawn) | . | . | 8% | -3%[76.3 µM] | ? | ? | . | .
Nc1nnnn1CC(=O)OCc1cccc(Br)c1 | -2% | 1% | 4% | 6% | -7% | 1% | -7% | -6%
O=[N+]([O-])c1ccc(CSc2nnc3ccccn23)cc1 | 10% | 16% | -2% | 5% | -4% | -2% | 5% | 1%
CC(C)Cn1c2c(c(O)c(C(=O)Nc3nccs3)c1=O)CCCC2 | -3% | 4% | 6% | 5% | ? | -18% | 2% | 0%
COc1ccc(CC(=O)NCc2nnc(SCC(=O)c3ccc(OC)cc3)n2C)cc1 | 9% | . | -2% | -5% | -3% | -2% | 0% | -9%
CCOc1ccc(C(=O)CC(NCc2cccs2)C(=O)O)cc1 (stereo not drawn) | 10% | 13% | ? | 16% | ? | -11% | -2% | -3%
CC(C)(CO)NC(=O)CC1C(=O)NCCN1CC(c1ccccc1)c1ccccc1 (stereo not drawn) | 14% | 0%[10 µM] | 3% | 9% | -3% | -2% | 1% | 5%

Other entries follow:
Molecule | GAA inh | HTT cytoprotect | Tau FP inhib | GAA glycogen mod | Tau ThT inhib | Tau fluor counter | aGal spleen mod | GAA spleen mod
NC(=O)C1=C[C@H](C2CCCCC2)C[C@H](OCc2ccc(CO)cc2)O1 | . | 0%[10 µM] | 9% | -7% | -4% | 3% | 17% | 8%
Cc1cc(N2CCCCC2)n2ncc(-c3ccc(Cl)cc3)c2n1 | 12% | -34% | 7% | -19% | ? | -25% | 17% | -1%
Cc1c(C(=O)N2CCN(c3ccc(F)cc3)CC2)sc2nc(-c3ccccc3)cn12 | ? | -17% | -7% | -2% | -13% | -12% | -6% | -18%
Cc1nn(C)c(Oc2ccccc2)c1[N+](=O)[O-] | -4% | 32% | 0% | 9% | -9% | -5% | -4% | 5%
O=C(NCc1ccccc1)C1=C[C@H](C2CCCCC2)C[C@H](OCc2ccc(CO)cc2)O1 | . | 33%[10 µM] | -5% | -12% | -11% | -17% | 7% | -8%
CCC(=O)Nc1ccc(Cl)c(NC(=S)NC(=O)c2ccco2)c1 | -2% | 9%[10 µM] | 3% | 1% | -7% | -1% | -3% | -9%
O=C(COc1ccccc1)Nc1ccccc1C(=O)NCc1ccco1 | -2% | -10%[10 µM] | 1% | 8% | -9% | -5% | -1% | 4%
O=c1c2ccccc2cnn1-c1nc2ccccc2[nH]1 | 2% | -160%[inhibitor] | 10% | 2% | -11% | 4% | -10% | -7%
COc1cc2nc(CN3CCC(Cc4ccccc4)CC3)[nH]c(=O)c2cc1OC | -5% | -25% | -2% | 13% | 4% | 5% | -1% | .
O=C(NN=C1CCCCCC1)C(=O)Nc1cccc(Br)c1 | 0% | 7%[10 µM] | 13% | ? | ? | -4% | 7% | 0%

Later entries
Molecule | GAA inh | HTT cytoprotect | Tau FP inhib | GAA glycogen mod | Tau ThT inhib | Tau fluor counter | aGal spleen mod | GAA spleen mod
COC(=O)CSc1cnc2ccccc2n1 | 1% | -7% | 6% | -4% | -4% | 0% | 3% | -3%
Cc1cc(C)n2nc(SCN3C(=O)c4ccccc4C3=O)nc2n1 | 1% | -36% | -2% | 11% | 3% | -1% | -7% | -1%
Oc1ccccc1-c1nnc(-c2ccc(C(F)(F)F)cc2)o1 | -3% | -26% | -1% | 8% | -10% | -8% | -3% | 2%
CCOc1ccc(C(=O)/C=C/Nc2ccc(S(=O)(=O)N=C(N)N)cc2)cc1 | -8% | -7%[10 µM] | -8% | 4% | ? | -14% | 5% | -1%
CCOc1ccc(C(=O)CCNC(Cc2cnc[nH]2)C(=O)O)cc1 (stereo not drawn) | -20% | -15% | -2% | 9% | -10% | -2% | -2% | 4%

An excerpt of these results, with two lines to a compound.
Sequence of screens: GAA inh, HTT cytoprotect, Tau FP inhib, GAA glycogen mod, Tau ThT inhib, Tau fluor counter, aGal spleen mod, GAA spleen mod
- COC(=O)CSc1cnc2ccccc2n1
    1%, -7%, 6%, -4%, -4%, 0%, 3%, -3%
- Cc1cc(C)n2nc(SCN3C(=O)c4ccccc4C3=O)nc2n1
    1%, -36%, -2%, 11%, 3%, -1%, -7%, -1%
- CCOc1ccc(C(=O)CCNC(Cc2cnc[nH]2)C(=O)O)cc1 (stereo not drawn)
    -20%, -15%, -2%, 9%, -10%, -2%, -2%, 4%

Source: PubChem BioAssay
